# Assay outcomes as filed in PubChem.
# GoLoco inh red: inhibitors of human Gai1-RGS12 GoLoco interaction (red fluorophore) | P63096 | Gai1:RGS12 GoLoco peptide FP, rhodamine, 10 min | Potency, µM (highest dose often 61.6 µM), inactives show top-dose activity, negative = inhibition, most hits filed as inhibitors | 230,000 compounds, 0.44% hits | AID 880; active = well fitted inhibition curve with a large enough effect, not every such curve was filed as active; inactive = no such curve, though single readings can be large or run the other way; note: % is set by controls: 0 for no effect and ±100 for the full control effect; nearly all actives have a fitted effect of over 30% in size; many of its hits are not listed in these tables
# Target sequence (P63096 whole entry, looked up): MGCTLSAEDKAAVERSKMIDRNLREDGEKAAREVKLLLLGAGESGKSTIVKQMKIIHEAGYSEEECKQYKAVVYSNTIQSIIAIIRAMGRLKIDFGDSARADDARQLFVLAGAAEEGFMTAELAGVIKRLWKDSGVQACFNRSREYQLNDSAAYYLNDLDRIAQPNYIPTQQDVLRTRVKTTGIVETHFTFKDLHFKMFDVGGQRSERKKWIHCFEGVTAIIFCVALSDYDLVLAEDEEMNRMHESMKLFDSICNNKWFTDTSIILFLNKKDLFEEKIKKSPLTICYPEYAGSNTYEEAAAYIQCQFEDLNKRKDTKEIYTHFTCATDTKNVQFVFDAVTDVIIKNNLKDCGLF
# RECQ1 helicase: inhibitors of human RECQ1 DNA helicase; P46063; AID 2549; 240,000 compounds, 0.54% hits; RECQ1 DNA unwinding, red fluorescence kinetic read; Potency, µM (doses to about 57.3 µM), for inactives: at the top dose activity, negative = inhibition, hits mostly inhibitors;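 note: plate controls were vehicle for no effect and no enzyme for full effect; nearly all actives have a fitted effect of over 30% in size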
# Target sequence (P46063 whole entry, looked up): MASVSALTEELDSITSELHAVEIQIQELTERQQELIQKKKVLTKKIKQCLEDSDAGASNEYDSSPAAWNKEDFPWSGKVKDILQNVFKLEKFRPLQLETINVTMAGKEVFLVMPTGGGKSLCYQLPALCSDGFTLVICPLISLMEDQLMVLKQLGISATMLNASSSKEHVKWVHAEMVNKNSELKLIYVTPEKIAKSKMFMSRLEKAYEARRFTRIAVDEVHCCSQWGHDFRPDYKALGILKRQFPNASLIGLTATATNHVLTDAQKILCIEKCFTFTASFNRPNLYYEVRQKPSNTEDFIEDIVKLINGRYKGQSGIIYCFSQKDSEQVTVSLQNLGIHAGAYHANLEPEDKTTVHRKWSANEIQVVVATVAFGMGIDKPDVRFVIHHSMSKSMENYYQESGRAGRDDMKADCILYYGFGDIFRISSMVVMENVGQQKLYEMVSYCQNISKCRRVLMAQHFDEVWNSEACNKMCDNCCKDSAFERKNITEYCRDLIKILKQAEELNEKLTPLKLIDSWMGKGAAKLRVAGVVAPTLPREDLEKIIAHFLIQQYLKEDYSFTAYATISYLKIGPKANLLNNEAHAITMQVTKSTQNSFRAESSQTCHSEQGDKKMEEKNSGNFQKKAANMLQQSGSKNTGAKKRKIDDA
#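 RECQ1T1 50 nM; forked duplex (20 bp + 30-nt ss tails) 200 nM, ATP 2 mM final; pH 8.0, 2 mM MgCl2, 2.5 ug/ml poly(dI-dC); 15 min compound preincubation; discontinuous kinetic read over 2 h at RT.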
# Lamin A splicing: modulators of lamin A splicing; AID 1487; Potency, µM (highest dose often 46.1 µM), inactives show at the highest dose ratio change, negative = inhibition, usual class: inhibitors; 200,000 compounds, 0.01% hits; HeLa LMNA splicing GFP/RFP minigene ratio, 48 h; active = well fitted inhibition curve with a large enough effect in the signal ratio, with a control signal flat, not every such curve was filed as active; inconclusive = small, poorly fitted or top-dose-only effect, or effect the other way, or a change in a side signal; the % refers to the signal ratio; note: % is set by controls: 0 for no effect and ±100 for the full control effect
#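 S3 HeLa stable clones carrying a lamin A-EGFP splicing minigene plus DsRed2 were seeded at 600 cells/well in Opti-MEM with 2% FBS, pin-dosed and incubated 48 h at 37°C. Acumen cytometry (488 nm) gave the GFP/RFP total-intensity ratio.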
# SMN2 splice enh: SMN2 splice variant enhancement. 210,000 compounds, 2.8% hits. HEK293 SMN2-luciferase splicing reporter, luminescence, 30-36 h. Potency, µM (titrated, usually from 46.1 µM), without a hit: at the highest dose activity change, positive = activation, actives largely listed as activators; note: % of control where 0% means no effect; nearly all actives have a fitted effect of over 55% in size
#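 HEK293 cells carry an SMN2 […]–luciferase reporter in which exon 7 inclusion puts luciferase in frame. Cells were plated 10-12 h before compound addition, then incubated 30-36 h at 37C. ONE-Glo luminescence was read; sodium butyrate at 4.5 mM final served as control.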
# TRb-SRC2 inh: disrupts binding of human TR beta to SRC2; P10828; TRbeta-SRC2 peptide binding, fluorescence polarization; receptor liganded with 1 µM T3; Potency, µM (titrated, usually from 106 µM), for the others: at the highest dose activity change, negative = inhibition, usual class: inhibitors; 280,000 compounds, 0.065% hits;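 note: plate controls were bound peptide for no effect and peptide without receptor for full effect; nearly all actives have a fitted effect of over 50% in size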
#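 Each compound concentration gave % activity, normalized to unbound and bound Texas Red SRC2 controls, from polarization read after 5 hr ambient incubation with T3-loaded human TRb LBD.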
# TexasRed fluor: Texas Red fluorescence interference in TRb-SRC2 counter-screen | Potency, µM (top dose mostly 106 µM), without a hit: top-dose fluorescence change, negative = quenching | TRb/SRC2 Texas Red total fluorescence interference | 280,000 compounds, 0.29% hits; active = well fitted curve in either direction with a large enough effect; inconclusive = small, poorly fitted or top-dose-only effect; note: % is set by controls: 0 for no effect and ±100 for the full control effect
#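 Human TRb ligand-binding domain at 0.6 uM with 20 nM Texas Red SRC2 peptide in Tris buffer containing 1 uM T3 and 5% DMSO, incubated with compound 5 h at ambient temperature. Total fluorescence (555/632 nm) calculated as parallel + 2 × perpendicular.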
# ALDH1A1 inh: blocks purified human ALDH1A1 activity | Potency, µM (series often up to 75.3 µM), for the others: top-dose activity, negative = inhibition, usual class: inhibitors | 220,000 compounds, 7.3% hits | AID 1030 | P00352 | Purified ALDH1A1, NADH fluorescence, propionaldehyde substrate; active = well fitted inhibition curve with a large enough effect, not every such curve was filed as active; inconclusive = small, poorly fitted or top-dose-only effect, or another doubt; inactive = no such curve, though single readings can be large or run the other way;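 note: plate controls were no enzyme wells and a reference inhibitor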
# KDM4E inh: inhibitors of human JMJD2E histone demethylase. B2RXH2. JMJD2E catalytic domain, FDH-coupled NADH fluorescence (FDH is formaldehyde dehydrogenase). Potency, µM (highest dose often 57.1 µM), for the others: at the top dose activity change, negative = inhibition, hits mostly inhibitors. 230,000 compounds, 1.6% hits. AID 2147; active = well fitted inhibition curve with a large enough effect, not every such curve was filed as active; inconclusive = small, poorly fitted or top-dose-only effect, or another doubt; inactive = no such curve, though single readings can be large or run the other way;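 note: 0% = wells with enzyme and -100% = buffer wells without enzyme; nearly all actives have a fitted effect of over 50% in size; many of its hits are not listed in these tables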
# * hit, by the source's call; i = inactive; ? = inconclusive; · = no result given; & = joins results of further samples; [ ] = dose if it differs, or a comment. Unless noted, calls come from the whole dose curve; as a rule, active = well fitted curve in the direction sought with a large enough effect; inconclusive = small, poorly fitted or top-dose-only effect, or another doubt; inactive = no such curve, though single readings can be large; an effect the other way counts as inactive or inconclusive. Potency is the fitted concentration of half-maximal effect. Not all compounds are listed (hit frequency here may not be typical).
No.	molecule	GoLoco inh red	RECQ1 helicase	Lamin A splicing	SMN2 splice enh
1	O=C(NCc1ccc2c(c1)OCO2)C1CCCN1C(=O)Nc1cccc(Cl)c1 (stereo not drawn)	3%	i	5%	22%
2	Cc1ccc(-c2nc3ncccn3c2NC2CCCCC2)o1	-8%	11%	-6%	-6%
3	CC1CCN(C(=O)CSc2nc3cccnc3n2C)CC1	7%	i	9%	-16%
4	O=S(=O)(c1ccc2nc(-c3ccccc3)[nH]c2c1)N1CCN(c2ccc(Cl)cc2)CC1	11%	-15%	?	-53%[inhibitor]
5	C=CCc1ccccc1OCCNCCCOC	2%	-14%	0%	7%
6	C=C1C(=O)O[C@H]2C1CC[C@@](C)(O)C13C=CC(C)(C21)C1(C3)C(=O)O[C@@H]2C3C(C)=CCC3[C@](C)(O)C[C@H](OC(C)=O)C21 (stereo partly drawn)	3%	-6%	?	-14%
7	CCc1nc(NCc2ccccn2)c2oc3ccccc3c2n1	17%	16%	?	-65%[inhibitor]
8	COc1ccc2nc(Nc3nc(C)c(CCC(C)C)c(=O)[nH]3)nc(C)c2c1	4%	i	-5%	4%
9	CC(C)CN(C(=O)CN1CCC(C)CC1)c1c(N)n(CC(C)C)c(=O)[nH]c1=O	57%[activator]	-1%	0%[46 µM]	19%
10	CN1\C(=C/C=C/C=C/C=[N+](C)C)C(C)(C)c2ccccc21	i	25µM*	-3%[9.22 µM]	-26%

No.	TRb-SRC2 inh	TexasRed fluor	ALDH1A1 inh	KDM4E inh
1	9%	-2%	14%	14%
2	2%	-1%	0%	-2%
3	-3%	1%	-9%	3%
4	-1%	-2%	-12%	-16%
5	9%	2%	5%	?
6	-5%	0%	3%	-4%
7	5%	2%	6%	?
8	5%	-1%	?	-10%
9	3%	-1%	11%	7%
10	?	50µM*[fluorescent]	25µM*	?

# Other results follow:
No.	molecule	GoLoco inh red	RECQ1 helicase	Lamin A splicing	SMN2 splice enh
11	CCNC(=O)N1c2ccccc2Sc2ccccc21	18%	i	2%[46 µM]	-3%
12	COc1ccc(OC)c(NC(=O)CCN2CCCCCC2)c1	-2%	-5%	1%	-5%
13	CC(C)C1=CC2=CC[C@@H]3[C@](C)(CCC[C@@]3(C)C(=O)O)[C@H]2CC1	1%	·	?	·
14	COc1ccc(/C=C/c2ccc(=O)n(Cc3ccccc3)n2)cc1	10%	i	?	-24%
15	CCCNC(=O)C(=O)NCC1CCCN1CC (stereo not drawn)	9%	-14%	4%[46 µM]	2%
16	O=C(Cn1c(-c2ccccc2)noc1=O)Nc1ccc(S(=O)(=O)N2CCOCC2)cc1	-1%	-5%	1%	6%
17	O=C(CN1CCOCC1)N1CCN(c2ccc([N+](=O)[O-])cc2)CC1	7%	-12%	-12%[46 µM]	·
18	O=c1cc(-c2ccccc2)nc(/C=C/c2ccccc2)[nH]1	-7%	i	·	·
19	Cc1nn2c3ccccc3n(CCN3CCCCC3)c2nc1=O	-3%	-2%	-2%	-1%
20	N#Cc1nc(COc2ccccc2)oc1NCCN1CCOCC1	2%	i	3%	9%

No.	TRb-SRC2 inh	TexasRed fluor	ALDH1A1 inh	KDM4E inh
11	-5%	2%	6%	-12%
12	6%	-2%	-5%	-4%
13	-8%	-1%	·	·
14	6%	-2%	?	?
15	6%	-2%	4%	-7%
16	-1%	-4%	2%	-3%
17	-1%	5%	-1%	-5%
18	7%	-3%	·	1%
19	3%	-1%	?	?
20	-2%	-2%	-7%	2%

# The list goes on (4 carried over from the part before).
No.	molecule	GoLoco inh red	RECQ1 helicase	Lamin A splicing	SMN2 splice enh
17	O=C(CN1CCOCC1)N1CCN(c2ccc([N+](=O)[O-])cc2)CC1	7%	-12%	-12%[46 µM]	·
18	O=c1cc(-c2ccccc2)nc(/C=C/c2ccccc2)[nH]1	-7%	i	·	·
19	Cc1nn2c3ccccc3n(CCN3CCCCC3)c2nc1=O	-3%	-2%	-2%	-1%
20	N#Cc1nc(COc2ccccc2)oc1NCCN1CCOCC1	2%	i	3%	9%
21	CCOC(=O)C1CCCN(c2ncnc3c2cnn3-c2ccc(OC)cc2)C1 (stereo not drawn)	2%	-1%	-15%	11µM*
22	CCOc1ccc(NC(=O)C(=O)NCC2CCCN2CC)cc1 (stereo not drawn)	7%	-1%	6%[0.0737 µM]	-4%
23	N=C1/C(=C\c2ccc(OCc3ccccc3)cc2)C(=O)N=C2SC(N3CCCC3)=NN12	-1%	-24%	·	·
24	O=C(CN(Cc1cccs1)C(=O)c1csnn1)NC1CCCC1	4%	-4%	-9%	13%
25	COC(=O)c1c(Cl)c2n3ccccc3c(C)c(-c3ccccc3)c-2c1C(=O)OC	14µM*	-5%	-13%	3%
26	CCNc1nc(Oc2ccc(F)cc2)cc(C(F)(F)F)n1	3%	-15%	22%[46 µM]	-1%
27	Cn1c(Cn2cnc([N+](=O)[O-])n2)nnc1SCC(=O)Nc1ccc(Br)cc1	11%	i	·	-5%
28	O=C(CN1C(=O)c2ccccc2S1(=O)=O)NC1CC2CCC1C2 (stereo not drawn)	1%	-7%	-10%	-4%
29	Cc1ccc(-c2nnc(Nc3ccccc3)o2)cc1	5%	-16%	6%	0.4µM*
30	CN(C)C(=S)NCc1ccccc1	-6%	-5%	1%	11%

No.	TRb-SRC2 inh	TexasRed fluor	ALDH1A1 inh	KDM4E inh
17	-1%	5%	-1%	-5%
18	7%	-3%	·	1%
19	3%	-1%	?	?
20	-2%	-2%	-7%	2%
21	-9%	-1%	?	?
22	?	1%	10%	2%
23	0%	-7%	2%	-29%
24	-20%	-4%	-1%	3%
25	-9%	9%	13µM*	?
26	-2%	1%	8%	-29%
27	3%	-1%	?	4%
28	-4%	-1%	14%	8%
29	-5%	-1%	11%	-8%
30	-17%	0%	-5%	-6%

# (cont.)
No.	molecule	GoLoco inh red	RECQ1 helicase	Lamin A splicing	SMN2 splice enh
31	COc1ccc(S(=O)(=O)Nc2ccc3c(c2)COC3=O)cc1OC	1%	2%	14%	-4%
32	COc1c2ccoc2nc2c(OC)c(OCC(O)C(C)(C)O)ccc12 (stereo not drawn)	7%&8%&7%	-6%&0%	0%&-8%	18%&8%
33	CCC(=O)O[C@@]1(C(=O)CCl)[C@@H](C)C[C@@H]2[C@H]3CCC4=CC(=O)C=C[C@@]4(C)[C@]3(F)[C@@H](O)C[C@@]21C	1%[21.6 µM]	-1%[25.9 µM]	?	-12%[20.6 µM]
34	Cc1ccc(OCC(=O)c2cc(C)n(Cc3cccs3)c2C)c([N+](=O)[O-])n1	2%	i	-9%[46 µM]	-33%[inhibitor]
35	Cc1cc(N2CC(C(=O)NCc3cccs3)CC2=O)ccc1C(C)C (stereo not drawn)	3%	-4%	-7%	-37%[inhibitor]
36	CC(=O)N(Cc1ccccc1)Cc1cn(CCC#N)nc1-c1cccc([N+](=O)[O-])c1	0%	i	-8%[46 µM]	-12%
37	CC(=O)c1sc2nc(C)cc(C)c2c1N	1%	0%	-2%	?
38	CCCCNC(=O)c1ccccc1Cl	6%	-4%	10%	-8%
39	CCCc1nc2ccc(NC(=O)c3ccco3)cc2c(=O)n1Cc1ccccc1Cl	10%	-14%	-9%	-9%
40	CCOC(=O)C1=C(C)NC(=O)NC1c1ccc(OC)c(CN2CCOCC2)c1 (stereo not drawn)	5%	i	?	-28%

No.	TRb-SRC2 inh	TexasRed fluor	ALDH1A1 inh	KDM4E inh
31	3%	0%	2%	10%
32	7%&0%&-7%	0%&-1%&-5%	?	?
33	-2%[53 µM]	-3%[53 µM]	11%[20.9 µM]	6%[25.5 µM]
34	6%	-1%	?	1%
35	-3%	-3%	?	-4%
36	2%	-2%	-2%	9%
37	-2%	-6%	?	?
38	10%	-1%	15%	-1%
39	-1%	-1%	0%	7%
40	1%	0%	?	-2%

# Continuation:
No.	molecule	GoLoco inh red	RECQ1 helicase	Lamin A splicing	SMN2 splice enh
41	COc1ccc(C(=O)CSc2nc3ccccc3n2CC(=O)c2ccccc2)cc1	-2%	i	9%	-9%
42	COC(=O)c1cccc(NC(=O)CCNC(=O)c2ccc([N+](=O)[O-])cc2)c1	-1%	i	7%	10%
43	Oc1ccc(N2CCN(C(c3cccnc3)c3nnnn3Cc3ccccc3)CC2)cc1 (stereo not drawn)	-8%	-2%	?	-16%
44	CCn1c(=O)c([N+](=O)[O-])c(NC2CCS(=O)(=O)C2)c2ccccc21 (stereo not drawn)	9%	-6%	·	·
45	Cc1ccccc1N1CCN(c2ccc(NC(=O)C3CCCCC3C(=O)O)cc2)CC1 (stereo not drawn)	0%	0%	?	-19%
46	CC(C(=O)Nc1ccc(OCc2ccccc2)cc1)N1CCCC1 (stereo not drawn)	-2%	i	4%[46 µM]	25%
47	CCn1c(=O)c([N+](=O)[O-])c(NCc2ccco2)c2ccccc21	0%	-4%	·	·
48	Cc1cc(Nc2ccc(C)c(C)c2)n2nc(C)nc2n1	13%	1%	?	-11%
49	NC(=O)CSc1nnc(-c2cc(-c3ccc(Cl)cc3)nc3ccccc23)o1	6%	i	-10%[46 µM]	-1%
50	C=CCSC(=S)NC1CCS(=O)(=O)C1 (stereo not drawn)	-6%	-14%	-11%	-7%
51	O=C(Cn1nnc(-c2ccccc2)n1)NCc1cccs1	-1%	i	0%	9%
52	CCOc1ccc(N2C(=O)CC(N3CCN(C(=O)c4ccco4)CC3)C2=O)cc1 (stereo not drawn)	-5%	-7%	1%	-23%

No.	TRb-SRC2 inh	TexasRed fluor	ALDH1A1 inh	KDM4E inh
41	-8%	1%	25µM*	-7%
42	0%	1%	13%	1%
43	-7%	0%	?	-16%
44	-2%	-2%	·	7%
45	-2%	0%	?	-8%
46	0%	-1%	2%	-4%
47	-4%	1%	·	3%
48	3%	-2%	?	10%
49	-2%	-2%	-1%	?
50	-2%	-2%	4%	3%
51	-5%	-6%	5%	5%
52	3%	-1%	8.9µM*	0%
